Compound activity (PubChem BioAssay)
DUSP3 inh = blocks human VHR1 dual specificity phosphatase. P51452. recombinant VHR phosphatase, pNPP absorbance. inhibition, % at 13.3 µM. actives 0.52% (n = 290,000); in the data active = inhibition above about 50%; also: some compounds called inactive have numbers as strong as hits
Target sequence (P51452 whole entry, looked up): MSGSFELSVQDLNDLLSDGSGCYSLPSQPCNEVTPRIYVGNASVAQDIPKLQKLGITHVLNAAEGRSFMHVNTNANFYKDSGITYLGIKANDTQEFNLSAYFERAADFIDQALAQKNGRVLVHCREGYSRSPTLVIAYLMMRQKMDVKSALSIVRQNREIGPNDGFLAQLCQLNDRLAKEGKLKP
PfHsp40 rescue = compounds rescuing yeast from Plasmodium falciparum HSP40 toxicity | growth rescue, % at 12.5 µM | actives 0.68% (n = 340,000) | S. cerevisiae expressing PfHsp40, growth rescue, ATP luminescence; in the data active = growth rescue above about 28%, passing the limit was not always enough;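 also: yeast W303a lacking pdr1 and pdr3 grown in galactose medium; growth measured after three days at 30 °C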
SSB-PriA inh = K. pneumoniae PriA-SSBct interaction inhibition; AlphaScreen SSBct-PriA binding, biotinylated peptide; inhibition, % at 33 µM; actives 0.6% (n = 430,000); AID 1272365; in the data active = inhibition mostly above about 37%, no sharp cut-off; inactive = mostly below about 20%;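 also: plate controls were negative control peptide for no effect and reference peptide for full effect; strong numbers were not always called active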
TcdB GH inh = inhibitors of Clostridioides difficile toxin B glycohydrolase | P18177 | TcdB glycohydrolase enzymatic assay, plate reader | inhibition, % at 9.99 µM | actives 0.24% (n = 350,000) | AID 652162; in the data active = inhibition above about 10%
3CLpro inhibitor = SARS-CoV 3CLpro protease inhibition | inhibition, % at 6 µM | actives 0.14% (n = 290,000) | P0C6X7 | AID 1706 | recombinant SARS-CoV 3CLpro, quenched FRET peptide cleavage; in the data active = inhibition above about 12%
Vc quorum ag = quorum light induction in luxS cqsA deficient V. cholerae; V. cholerae BH1578 lux reporter, luminescence, 6 h; activation, % at 18.7 µM; actives 0.16% (n = 350,000); AID 588436; in the data active = activation mostly above about 9.7%, no sharp cut-off; also: not every result past the cut was called active; inactives centre near 0; reference of the scale not given here
CCHFV vOTU inh = CCHFV vOTU protease inhibition. Pep-AMC fluorescence. inhibition, % at 11.5 µM. actives 0.55% (n = 370,000); in the data active = inhibition above about 30%; also: 0% = vehicle wells with enzyme and 100% = no enzyme wells
Anthrax LF inh2 = anthrax lethal factor protease inhibition | P15917 | multiplex microsphere protease cleavage assay, LF | inhibition, % at 10 µM | actives 0.12% (n = 360,000) | AID 588501; also: plate controls were buffer without enzyme for full effect and enzyme alone for no effect
Target sequence (P15917 whole entry, looked up): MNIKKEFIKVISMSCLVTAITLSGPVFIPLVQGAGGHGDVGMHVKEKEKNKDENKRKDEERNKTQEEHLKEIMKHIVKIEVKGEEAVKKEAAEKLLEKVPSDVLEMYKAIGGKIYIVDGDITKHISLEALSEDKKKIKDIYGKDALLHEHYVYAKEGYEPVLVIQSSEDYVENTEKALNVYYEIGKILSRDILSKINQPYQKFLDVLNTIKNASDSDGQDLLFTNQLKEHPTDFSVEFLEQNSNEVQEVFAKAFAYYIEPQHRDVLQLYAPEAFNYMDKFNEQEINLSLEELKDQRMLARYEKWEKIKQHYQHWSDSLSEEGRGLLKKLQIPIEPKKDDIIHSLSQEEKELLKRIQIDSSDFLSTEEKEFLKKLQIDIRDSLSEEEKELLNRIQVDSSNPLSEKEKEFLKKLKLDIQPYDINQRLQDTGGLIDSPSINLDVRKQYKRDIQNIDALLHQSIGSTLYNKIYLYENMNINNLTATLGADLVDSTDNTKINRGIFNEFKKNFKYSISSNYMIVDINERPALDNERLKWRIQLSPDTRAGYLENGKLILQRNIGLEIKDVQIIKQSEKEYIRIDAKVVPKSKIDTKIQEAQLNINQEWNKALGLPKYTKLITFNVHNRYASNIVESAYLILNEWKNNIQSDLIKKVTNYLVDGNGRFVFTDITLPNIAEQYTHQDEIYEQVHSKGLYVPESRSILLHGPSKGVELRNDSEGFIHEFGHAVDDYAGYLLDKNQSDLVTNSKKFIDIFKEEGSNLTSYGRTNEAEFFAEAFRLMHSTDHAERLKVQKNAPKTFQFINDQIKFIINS
Y pestis TopoI = inhibitors of Yersinia pestis topoisomerase I; AID 504884; actives 0.064% (n = 360,000); activity, % at 10 µM; Y. pestis Topo-I cleavage product accumulation, plate reader; in the data active = activity above about 50%, passing the limit was not always enough; also: inactives centre near 2
BoNT-A LC inh2 = inhibitors of Botulinum neurotoxin A light chain protease; multiplex microsphere protease substrate cleavage, flow cytometry; inhibition, % at 10 µM; actives 0.17% (n = 360,000); AID 588499; also: plate controls were buffer without enzyme for full effect and enzyme alone for no effect
The depositor's hits bear a star; i = inactive; . = no result given; & = joins results of further samples. Rule as the data show it, unless noted: active = inhibition above about 30%; inconclusive = no clear call, values can overlap the other calls; inactive = below that. Not all compounds are listed; count on the stated rates, not on these rows.

SMILES	DUSP3 inh	PfHsp40 rescue	SSB-PriA inh	TcdB GH inh	3CLpro inhibitor	Vc quorum ag	CCHFV vOTU inh	Anthrax LF inh2	Y pestis TopoI	BoNT-A LC inh2
Cc1ccc2cc3cc(C(=O)NCCCN4CC(C)CC(C)C4)oc3nc2c1 (stereo not given)	0.4	-1.3	-0.7	1.0	-1.7	3.4	-96.0	3.1	8.5	-2.3
COc1cccc(-c2sc3ccc(OC)cc3c2-c2cnc(N3CCOCC3)nc2)c1	.	.	.	-0.5	.	.	-5.3	7.2	.	0.4
O=S(=O)(c1ccc(=S)[nH]c1)N1CCN(Cc2ccccc2)CC1	.	-2.1	1.9	0.5	.	-1.3	4.8	-2.6	-2.2	0.1
O=C1NC[C@H](Cc2ccc(O)cc2)N(CCc2cc(C(F)(F)F)cc(C(F)(F)F)c2)C1=O	.	.	.	-1.4	.	.	2.1	0.5	.	0.3
CCn1cc(C(=O)NCC(=O)NC(C)(C)CO)c(=O)c2cc3c(cc21)OCO3	13.0	-0.1	-1.2	0.0	-2.3	i	0.5	5.8	-4.6	-0.9
CCN(CC)C(=O)C12C(=O)Oc3ccccc3C1C2(C)C(=O)c1ccc(F)cc1 (stereo not given)	12.5	0.3	-1.4	1.3	-1.1	i	-7.3	-13.9	-0.5	0.5
CC1CC(C)CN(CC(=O)N2CCc3[nH]c4ccccc4c3C2)C1 (stereo not given)	4.5	-0.1	-7.6	.	4.0	i	-0.4	0.1	-5.6	0.5
CCN(CC(=O)Nc1ccc(NC(C)=O)cc1)C(=O)c1ccc(N2C(=O)c3ccccc3C2=O)cc1	.	-0.4	9.4	-0.6	.	i	-12.5	-4.8	1.8	-0.4
Cc1cc(-c2n[nH]c(=S)n2/N=C/c2sccc2C)n[nH]1	-1.7	-0.6	.	.	4.0	-0.3	7.1	-0.2	-0.6	-0.4
COc1ccc(C)cc1NC(=O)c1cnc2n(c1=O)CCS2	17.8	1.1	-11.5	.	-1.2	-0.4	-4.9	-5.8	3.6	-0.8
COc1ccc(N(C)C(=O)Cc2c(C(=O)O)n(C)c3ccccc23)c(OC)c1	13.0	-2.7	8.9	0.1	2.8	i	-8.8	13.6	5.4	2.0
CC(C)CC1CCCC12NC(=O)NC2=O (stereo not given)	.	1.3	-2.7	0.7	.	i	-0.1	1.1	1.8	-0.4
CC(=O)Oc1cc(C(C)C)c(OCCN(C)C)cc1C	12.4	-1.2	-9.3	0.9	-0.5	i	0.6	1.1	-3.3	0.1
C=CCN=C1S/C(=C\N(C)C)C(=O)N1S(=O)(=O)c1ccc(C)cc1	.	-1.2	-0.7	0.1	.	i	9.5	3.3	4.7	1.2
Cn1ccc2cc(OCc3ccccc3)ccc21	.	0.3	-0.1	-0.8	.	i	11.8	-2.6	13.2	-0.6
Nc1cc(=O)[nH]c(SCC(=O)N2CCN(S(=O)(=O)c3ccc4ccccc4c3)CC2)n1	33.4	1.2	-9.3	1.0	-3.7	-0.2	0.1	-1.3	8.1	-0.8
CCOc1ccc(NC(=O)CNc2cccc(S(=O)(=O)N3CCCCCC3)c2)cc1OCC	.	0.2	2.7	0.8	.	i	23.5	-5.2	24.6	0.1
O=C(OCc1cccc([N+](=O)[O-])c1)c1cc2ccccc2oc1=O	9.8	-1.9	-15.4	1.0	-3.4	-0.4	-1.0	-11.1	-3.9	-0.8
Cn1c(N)c(C(=O)COC(=O)C2=COCCO2)c(=O)n(C)c1=O	11.6	1.5	-5.4	.	2.1	-0.5	-3.4	-1.4	2.5	-0.3
O=C(NCc1ccc(OC(F)(F)F)cc1)C1CC(c2cccc(F)c2)=NO1 (stereo not given)	3.5	0.6	-8.5	0.3	.	i	2.1	0.1	3.7	0.0
CCOc1ccc(-c2cc(C(=O)NCc3ccc(C(F)(F)F)cc3)[nH]n2)c(C)c1	.	.	.	0.1	.	-5.0	-13.4	2.5	-14.1	0.1
COC(=O)c1nnn(-c2nonc2N)c1-c1cccs1	32.7	-0.2	-22.0	4.0	2.1	i	2.4	-5.2	6.5	0.1
Cc1ccc(C)c(NC(=O)C(Sc2ncnc3ccccc23)c2ccccc2)c1 (stereo not given)	-3.8	0.7	-7.4	.	1.4	-0.6	.	-4.8	-0.3	0.3
O=C(OCC(=O)c1ccc[nH]1)c1ccc(F)c(S(=O)(=O)N2CCOCC2)c1	.	-0.9	-4.8	-0.1	.	i	-5.2	3.8	0.0	-0.3
CC(C)C(OC(=O)c1ccc(Cl)nc1)C(=O)NC1CCCCC1 (stereo not given)	30.5	0.6	-12.6	0.3	1.1	-0.3	11.5	1.3	2.9	2.2
The list goes on.
SMILES	DUSP3 inh	PfHsp40 rescue	SSB-PriA inh	TcdB GH inh	3CLpro inhibitor	Vc quorum ag	CCHFV vOTU inh	Anthrax LF inh2	Y pestis TopoI	BoNT-A LC inh2
Cc1ccc(CCNC(=O)C2CCN(c3nn4c(=O)cc(C)nc4s3)CC2)cc1	14.5	-0.8	-11.9	.	-5.4	i	4.7	-9.3	24.5	-1.4
CCOc1ccc(CNS(=O)(=O)c2cc(CN3C(=O)c4cccnc4C3=O)ccc2OC)cc1	60.8	0.1	-1.2	-1.0	-2.5	-0.2	9.3	-2.2	-0.7	0.6
COc1cc(/C=C(/C(=O)c2cccs2)c2nc3ccccc3[nH]2)ccc1O	0.2	0.9	7.0	.	-4.2	-0.3	0.5	-11.9	-12.3	-0.1
O=C(Nc1ccccc1)Oc1cccc2cccnc12	.	1.2	-10.5	1.0	.	-3.3	-6.8	1.7	-3.9	-0.3
COC(=O)c1ccccc1NC(=O)Nc1cccnc1	10.8	-1.7	4.2	.	1.0	-0.1	-5.1	-6.3	0.9	-0.3
CC(C)(C)CC(C)(C)c1ccc(O)c(CN2CCN(CCC#N)CC2)c1	31.3	-0.4	1.0	.	-3.9	-4.0	-1.8	-0.6	25.8	0.1
CN(C)CCCN(Cc1cc2cc3c(cc2[nH]c1=O)OCO3)C(=S)NCc1ccco1	20.4	-0.5	-21.6	1.3	-0.2	-0.6	-32.8	-0.7	-9.0	-0.2
O=[N+]([O-])c1nn(-c2ccc3c(c2)OCCO3)n(O)c1=Nc1ccc(Cl)cc1	21.9	0.4	20.9	0.9	6.3	i	17.4	-1.7	0.6	0.3
Cc1cccc(NC(=O)CCS(=O)(=O)c2ccc(Br)cc2)c1	10.4	-1.3	-11.8	1.5	1.6	-0.4	12.8	0.4	-2.9	0.5
COc1cccc(C(=O)Nc2nnc(S(=O)(=O)Nc3cccc(C)c3)s2)c1	17.3	0.1	4.0	0.0	6.3	i	6.3	1.1	-3.0	0.0
O=[N+]([O-])c1ccc(Oc2ccc(S(=O)(=O)Nc3ccccc3)cc2)cc1	-11.0	388.1*	2.8	.	11.4	i	.	-6.7	-5.0	-0.1
CCn1c(=S)sc2nc(C)sc21	.	1.0	-9.5	.	7.0	-10.3	17.7	-4.5	3.3	0.0
COc1ccc(-c2nn(-c3ccccc3)cc2C(=O)NC(=S)NNC(=O)c2ccncc2)cc1	7.7	-1.2	12.6	1.4	0.8	-0.6	-2.5	0.0	27.6	-1.4
CCN(C[C@H]1N[C@@](Cc2ccccc2)(C(=O)OC)[C@H]2C(=O)N(Cc3ccccc3)C(=O)[C@@H]12)C(=O)Nc1ccc(C)cc1	.	1.7	-9.5	0.0	.	1.0	12.0	1.9	20.0	-0.1
Cc1ccc(S(=O)(=O)N2CCc3c2cc([N+](=O)[O-])cc3[N+](=O)[O-])cc1	.	-1.5	22.5	-0.9	-1.4	i	7.3	-10.1	3.5	-0.8
COc1ccc(NC(=O)CN(c2cc(C)cc(C)c2)S(=O)(=O)c2c(C)noc2C)cc1OC	-14.1	-0.3	-9.3	0.2	1.7	-0.2	-8.5	-6.5	6.5	-0.6
c1nc2nc3c(c(N4CCOCC4)n2n1)CCCC3	7.8	0.1	-24.8	.	2.0	i	17.1	0.2	0.4	0.4
Cc1ccc(NC(=O)COC(=O)CNC(=O)c2cccc([N+](=O)[O-])c2)cc1S(=O)(=O)N1CCCCCC1	-7.4	-0.3	25.1	.	0.7	i	10.9	-0.9	-4.5	0.5
COc1ccc(NC(=O)CSc2nnc(Cc3cccn3C)n2-c2ccc(F)cc2)cc1	25.2	-1.5	-5.1	0.6	2.2	i	-2.0	15.1	7.5	0.3
Cc1cccc(OCC(=O)NCCNC(=O)c2ccccn2)c1	22.4	-0.8	-4.9	0.9	-6.6	-0.9	-19.2	5.6	2.7	-1.7
COc1ccc(-c2n[nH]c(=S)nc2-c2ccc(OC)cc2)cc1	-5.7	4.3	-4.8	0.6	-0.1	-1.2	7.6	-8.9	-5.9	-1.0
Cc1ccccc1CC(=O)N1CCCC(CNC(=O)c2ccc(F)cc2)C1 (stereo not given)	20.9	0.3	6.2	0.8	-1.0	i	4.6	1.1	3.8	2.2
COc1ccc2cc(CCOC3CCCCO3)ncc2c1 (stereo not given)	.	0.1	-7.4	.	.	i	-8.1	-7.1	11.0	0.0
C=CCOC(=O)C1=C(C)NC(SC)=C(C#N)C1c1cccs1 (stereo not given)	31.1	-1.4	-18.2	.	-3.8	-0.8	18.4	-4.1	1.3	1.1
O=C1c2ccccc2C(c2nnnn2Cc2ccccc2)N1Cc1cccs1 (stereo not given)	.	.	.	1.0&2.0	.	.	9.2&7.2	4.3&3.3	.	-0.4&-0.6

Part of the list above in order of molecular weight, high to low.
SMILES	DUSP3 inh	PfHsp40 rescue	SSB-PriA inh	TcdB GH inh	3CLpro inhibitor	Vc quorum ag	CCHFV vOTU inh	Anthrax LF inh2	Y pestis TopoI	BoNT-A LC inh2
CCOc1ccc(CNS(=O)(=O)c2cc(CN3C(=O)c4cccnc4C3=O)ccc2OC)cc1	60.8	0.1	-1.2	-1.0	-2.5	-0.2	9.3	-2.2	-0.7	0.6
O=C(Nc1ccccc1)Oc1cccc2cccnc12	.	1.2	-10.5	1.0	.	-3.3	-6.8	1.7	-3.9	-0.3
c1nc2nc3c(c(N4CCOCC4)n2n1)CCCC3	7.8	0.1	-24.8	.	2.0	i	17.1	0.2	0.4	0.4

Next part
SMILES	DUSP3 inh	PfHsp40 rescue	SSB-PriA inh	TcdB GH inh	3CLpro inhibitor	Vc quorum ag	CCHFV vOTU inh	Anthrax LF inh2	Y pestis TopoI	BoNT-A LC inh2
Cc1ccc(S(=O)(=O)Nc2cc(Cl)ccc2-n2cncn2)cc1	.	-1.9	-3.5	-3.0	.	-0.3	-2.6	-2.2	-0.4	0.0
COc1cc2c(cc1OC)CN(C(=O)CSc1n[nH]c(N)n1)CC2	5.6	0.1	-12.0&-5.1	.	2.6	.	-1.3	1.7	-4.4	0.2
Cc1cc(NC(=O)c2noc3c2CCCC3)n(-c2ccccc2)n1	33.0	-1.4	0.5	.	0.9	-0.5	-9.2	-6.5	-1.4	-1.2
CC(C)[C@H](NS(=O)(=O)c1cccc(Cl)c1)C(=O)OCC(=O)N1CCN(c2ccccc2)CC1	34.2	1.2	11.4	0.0	0.5	i	5.1	-0.1	18.9	0.1
COc1cccc(CNC(=O)CCC2CCCN(c3cc(C)nc(N)n3)C2)c1 (stereo not given)	20.9	0.8	-8.0	0.8	2.0	-0.2	-3.0	-2.9	-0.5	0.5
O=c1nc2n(c3sc4c(c13)CCCC4)C(CBr)CS2 (stereo not given)	25.0	-0.7	-2.7	.	0.2	i	6.5	-6.0	12.5	0.1
COc1ccc(OC)c(C(=O)CSc2nnc(Cc3cccs3)n2CCc2ccccc2)c1	-8.6	-0.6	11.3	-0.4	8.6	-0.3	13.5	-3.2	28.6	0.6
CCOC(=O)C1(CCOc2ccccc2)CCN(Cc2cnc(C)s2)CC1	10.3	-0.2	-1.4	1.9	-1.5	-0.2	9.4	1.4	19.4	-1.7
Cn1nc(C(=O)NCCN2CCOCC2)c2ccccc2c1=O	-6.0	-0.5	-21.7	.	-4.6	i	-6.2	-0.4	1.0	-0.2
C[C@H](CO)N1C[C@H](C)[C@@H](CN(C)Cc2ccncc2)OCc2cnnn2CCCC1=O	.	.	.	0.9&1.1&-0.3	.	-0.4	21.9	-5.6	-9.2	-0.4
Cc1ccc(-c2cc(C(=O)NN=C3CCCC3)c3ccccc3n2)cc1	16.5	0.4	-7.2	.	0.1	-7.7	7.4	-1.4	-5.7	-0.4
